VLA-4 inh = inhibition in a human VLA-4 binding assay; P13612; VLA-4 expressing cells, ligand binding flow cytometry; inhibition, % (about 7 µM as worked out from the volumes in the protocol); hit rate 0.2% among 330,000; in the data active = inhibition above about 50%
AGP1 TOR yeast = alters AGP1-GFP fluorescence in TOR pathway yeast screen | GFP response vs DMSO, % at 10 µM | S. cerevisiae AGP1-GFP multiplex flow cytometry, 3 h; GFP as percent of DMSO wells | hit rate 0.02% among 320,000 | AID 2066;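 active = GFP response relative to DMSO above a set limit, near screen average plus 3 SD, cut at about 150% in these data; inconclusive = fewer than 70 cells counted for the yeast strain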;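 also: median GFP channel fluorescence of the gated AGP1 strain per well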
Yeast superoxide = caloric restriction mimetics inhibiting age-related superoxide in yeast | S. cerevisiae aged cells, superoxide DHE fluorescence; hits give low values | superoxide response (% of plate mean), % at 10 µM | hit rate 0.18% among 330,000 | AID 2690;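 active = superoxide response under a set limit, about three screen SD below normal, cut at about 65% in these data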;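 also: yeast aged for seven days with compound at 30 °C before DHE staining; 100% = average MFI of all compound-treated wells on the plate with controls excluded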
MCL1-BIM inh = MCL1-BIM-BH3 interaction inhibition (human) | hit rate 0.68% among 320,000 | GST-MCL1 / FITC-Bim-BH3 fluorescence polarization | inhibition, % at 10.9 µM | Q07820;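 active = inhibition above the mean inhibition of all tested compounds plus 3 SD, set per campaign, cut at about 40% in these data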;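 also: 0% = DMSO wells and 100% = unlabeled Bim-BH3 peptide control; higher means more loss of mP so more displacement of Bim peptide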
Target sequence (Q07820 whole entry, looked up): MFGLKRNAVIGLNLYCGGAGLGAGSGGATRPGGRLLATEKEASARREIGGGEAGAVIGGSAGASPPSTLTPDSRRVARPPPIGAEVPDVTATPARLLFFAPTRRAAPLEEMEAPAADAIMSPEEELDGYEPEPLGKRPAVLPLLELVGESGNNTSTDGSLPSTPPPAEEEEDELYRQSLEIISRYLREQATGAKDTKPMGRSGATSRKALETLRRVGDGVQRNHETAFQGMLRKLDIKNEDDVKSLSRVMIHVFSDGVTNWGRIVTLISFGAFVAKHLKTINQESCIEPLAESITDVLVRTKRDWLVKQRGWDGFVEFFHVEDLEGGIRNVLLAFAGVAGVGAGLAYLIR
GLD-1 RNA inh = GLD-1-TGE RNA interaction inhibition (C. elegans); Q17339; inhibition, % at 5.96 µM; purified GLD-1 + fluorescein TGE RNA, fluorescence polarization; hit rate 0.44% among 320,000;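 active = percent inhibition above a per-plate cutoff, the plate mean of test compounds plus 3 SD, cut at about 30% in these data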;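 also: 0% = DMSO wells with GLD-1 and probe and 100% = wells lacking GLD-1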
GRK2 inh = inhibitors of human GRK2 displacing RNA aptamer; bead flow cytometry, FAM-aptamer displacement from GRK2; inhibition of aptamer binding, % at 10 µM; hit rate 0.59% among 330,000; AID 488847;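 active = inhibition of aptamer binding above 40%, roughly 3 SD of noise, on plates passing a quality check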;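 also: median bead fluorescence of bound FAM aptamer so fluorescent compounds give negative values; no value below 0 was filed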
Bcl-xL primary = inhibitors of human Bcl-xL. AID 2129. inhibition, % at 10.9 µM. GST-Bcl-xL / FITC-Bim BH3 peptide fluorescence polarization. Q07817. hit rate 0.7% among 320,000;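 active = inhibition above the mean of all tested compounds plus 3 SD, cutoff set per campaign, cut at about 30% in these data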;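 also: 0% = DMSO wells and 100% = unlabeled Bim-BH3 peptide competitor; inhibitors lower millipolarization by displacing the labeled peptide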
Target sequence (Q07817 whole entry, looked up): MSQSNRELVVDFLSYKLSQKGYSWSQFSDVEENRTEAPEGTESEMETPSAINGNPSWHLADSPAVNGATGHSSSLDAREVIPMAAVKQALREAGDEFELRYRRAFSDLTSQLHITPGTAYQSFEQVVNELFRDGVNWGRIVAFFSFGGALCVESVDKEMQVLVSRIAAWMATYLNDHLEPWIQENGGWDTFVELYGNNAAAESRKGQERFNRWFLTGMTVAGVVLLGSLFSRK
CIT2 TOR yeast = modulators of TOR pathway CIT2-GFP in S. cerevisiae. S. cerevisiae CIT2-GFP strain, flow cytometry, 3 h; 100 means same as DMSO wells. AID 2029. GFP response vs DMSO, % at 10 µM. hit rate 0.065% among 320,000;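 active = GFP response relative to DMSO above a set limit, near the screen mean plus 3 SD, cut at about 150% in these data; inconclusive = Fewer than 70 cells measured for a yeast strain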;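 also: ratio of well median GFP fluorescence to mean of DMSO wells on the plate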
MEX-5 binding = C. elegans MEX-5 TCR-2 RNA binding activity. MEX-5/FITC-TCR2 RNA binding, fluorescence polarization; hits give low values. hit rate 0.38% among 300,000. activity score (negative = inhibition of binding), % at 10 µM. Q9XUB2;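 active = inhibition past about -25% in most replicates, and total fluorescence under double the plate's negative control median, limit read from the data; inconclusive = replicates evenly split on the limit, or fluorescence at least double controls; inactive = too little inhibition in most replicates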;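 also: 0% = DMSO and -100% = 5 µM competing unlabeled TCR2 RNA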
Target sequence (Q9XUB2 whole entry, looked up): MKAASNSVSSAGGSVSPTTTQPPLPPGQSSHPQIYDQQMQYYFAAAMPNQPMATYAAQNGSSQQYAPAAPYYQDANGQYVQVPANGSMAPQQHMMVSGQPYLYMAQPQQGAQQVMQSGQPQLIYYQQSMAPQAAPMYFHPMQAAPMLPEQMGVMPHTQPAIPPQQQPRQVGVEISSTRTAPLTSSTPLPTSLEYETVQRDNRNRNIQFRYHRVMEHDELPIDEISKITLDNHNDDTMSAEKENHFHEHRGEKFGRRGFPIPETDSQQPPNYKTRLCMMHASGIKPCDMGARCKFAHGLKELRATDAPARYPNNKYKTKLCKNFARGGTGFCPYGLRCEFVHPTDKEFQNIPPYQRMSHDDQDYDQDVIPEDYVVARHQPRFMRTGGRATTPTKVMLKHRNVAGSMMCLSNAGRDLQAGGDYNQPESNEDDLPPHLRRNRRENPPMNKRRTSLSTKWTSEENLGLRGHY
* = called active by the depositor; ? = inconclusive; / = not tested or not shown; [ ] = remark or other dose.

SMILES	VLA-4 inh	AGP1 TOR yeast	Yeast superoxide	MCL1-BIM inh	GLD-1 RNA inh	GRK2 inh	Bcl-xL primary	CIT2 TOR yeast	MEX-5 binding
Cc1ccc(N2C(=O)CSC2=S)cc1C	-11	111	108	8	-5	6	5	92	0.1
N#CC1=C(N)Oc2cc(O)ccc2C1c1ccccc1 (centres undefined)	3	98	105	6	5	0	5	100	-2.0
O=C(NC1CCCCC1)C(c1ccccc1)N1CCCC1 (centres undefined)	9	99	94	4	1	1	0	98	-2.2
O=C(O)CC(CC(=O)N1CCN(C(=O)c2ccco2)CC1)c1ccccc1 (centres undefined)	-2	101	/	7	4	0	3	118	-1.4
O=C(NCC1CCCCC1)C1(CC2CC(c3ccc(Cl)cc3)=NO2)CCNCC1 (centres undefined)	7	82	88	3	6	0	2	75	0.9
COc1ccc(CN2C(=O)C(C)Nc3ncnc(N4CCN(c5ccccc5)CC4)c32)cc1 (centres undefined)	12	98	94	/	0	0	/	103	/
CCN(CC)S(=O)(=O)c1cc(NC(=O)CN2CCN(c3ccccn3)CC2)ccc1C	21	100	100	-3	5	6	-4	91	-0.6
COc1ccc(N2CCN(S(=O)(=O)c3ccc4c(c3)CCCC4)CC2)c([N+](=O)[O-])c1	10	97	92	7	1	0	4	99	0.2
C/C(=N\NC(=O)c1cc2c(s1)CCC(C)C2)c1ccncc1 (centres undefined)	4	98	104	4	10	0	9	102	-3.8
CCN1CCN(c2cc(N3CCN(C(=O)c4ccco4)CC3)c3c4c(onc24)-c2ccccc2C3=O)CC1	-375	104	127	103*	19	0	92*	104	5.7
CCOC(=O)C1C(=O)CC(C)(O)C(C(=O)OCC)C1c1ccc(N(CC)CC)cc1 (centres undefined)	3	95	104	4	14	3	9	89	1.3
Cc1cc(NC(=O)C2C3C(=O)N(CC4CCCO4)C(C(=O)NC(C)(C)C)C34C=CC2(C)O4)no1 (centres undefined)	1	100	92	-6	2	2	1	103	-1.3
CC12CCC(=O)N1C(C(=O)Nc1cccc3ccccc13)CS2 (centres undefined)	-3	103	94	-11	2	3	-5	97	2.2
COc1nnc(-c2ccc(N3CCCCC3)c(NC(C)=O)c2)c2ccccc12	4	105	103	9	-2	1	6	109	-0.5
Nc1nonc1-n1nnc(C(=O)N/N=C/c2ccncc2)c1-c1ccccc1	3	108	92	1	3	1	2	105	2.1

Whole records, looked up by structure. Order of values: VLA-4 inh	AGP1 TOR yeast	Yeast superoxide	MCL1-BIM inh	GLD-1 RNA inh	GRK2 inh	Bcl-xL primary	CIT2 TOR yeast	MEX-5 binding
COc1ccc(CN2C(=O)C(C)Nc3ncnc(N4CCN(c5ccccc5)CC4)c32)cc1 (centres undefined) across the screens: 12	98	94	/	0	0	/	103	/
Nc1nonc1-n1nnc(C(=O)N/N=C/c2ccncc2)c1-c1ccccc1 across the screens: 3	108	92	1	3	1	2	105	2.1

(listing goes on)
SMILES	VLA-4 inh	AGP1 TOR yeast	Yeast superoxide	MCL1-BIM inh	GLD-1 RNA inh	GRK2 inh	Bcl-xL primary	CIT2 TOR yeast	MEX-5 binding
O=C(CSCC(=O)c1ccccc1)Nc1ccccc1Cl	2	91	95	-3	-2	0	-1	82	1.2
O=C(CSc1ccc2nnc(-c3ccncc3)n2n1)Nc1ccccc1F	23	101	102	6	5	0	3	99	1.3
O=C(Nc1ncn[nH]1)c1ccccc1O	2	99	91	6	1	8	1	93	-1.5
OC[C@@H]1CCCN1Cc1nc(-c2cccs2)no1	3	103	106	-2	-8	5	-1	105	0.7
COc1ccccc1-n1cnc2cc(NCc3cccs3)ccc21	27	95	91	11	2	1	9	93	1.2
COc1ccc(C(=O)N/N=C/c2sc3ccccc3c2O)cc1	-33	96	69	-79	-111	0	-42	106	-1.5
CC(C)CN(C(=O)COC(=O)C12CC3CC(CC(Cl)(C3)C1)C2)c1c(N)n(Cc2ccccc2)c(=O)[nH]c1=O	-3	102	111	-7	-8	1	-5	94	-1.5
COC(=O)c1cc2occc2n1CC(=O)Nc1ccc(OC)c(OC)c1OC	8	94	112	4	7	0	2	94	0.5
COc1ccc(S(=O)(=O)N2CCOc3ccccc32)cc1	2	73[may fluoresce violet]	97	9	0	28	3	?	0.0
Cc1c(-n2c(SCC(C)C)nc3ccccc3c2=O)c(=O)n(-c2ccccc2)n1C	-6	103	114	-3	2	2	-3	100	1.5
C=C(C)[C@@H]1CC=C(C(=O)O)CC1	32	89	106	0	-2	1	5	83	2.0
CCOc1ccc(NS(=O)(=O)c2ccc(NC(=S)NC(=O)CC(C)C)cc2)cc1	14	104	103	12	11	1	0	96	-2.1
CCc1cc(=O)oc2cc(C)cc(OCC(=O)N3CCC(C(=O)NC(C)C)(c4ccccc4)CC3)c12	7	101	84	-3	1	1	6	103	-0.4
COc1ccc(NC(=S)NCc2ccc3c(c2)OCO3)cc1	1	103	101	12	4	0	4	102	-0.1
COC(=O)c1nnn(-c2cc(Cl)cc(Cl)c2)c1C(=O)OC	19	102	81	-3	7	2	0	97	-2.9
O=C(COC(=O)CN1C(=O)c2cccc([N+](=O)[O-])c2C1=O)NC1CCS(=O)(=O)C1 (centres undefined)	9	102	113	2	-5	0	5	105	0.6
CC(=O)c1ccc(S(=O)(=O)NC2CC(=O)N(c3ccc(C)cc3)C2)cc1 (centres undefined)	8	100	102	-4	7	0	2	104	0.3
CC(C)(C)c1ccc(OCCCCCCN2CCNCC2)cc1	29	101	106	4	-8	0	7	100	-0.8
Cc1ccc(CNC(=O)C2CCC(=O)N(Cc3ccc(Cl)cc3)C2)cc1F (centres undefined)	19	91	102	/	/	0	/	101	-1.0
Cc1cccc(-n2ncc(C(=O)NC3CCCC3)c2C2CCN(C(=O)OC(C)(C)C)CC2)c1	14	105	110	-2	-3	6	3	99	-1.9
CCOCCOC(=O)c1ccc(NC(=O)C2COc3ccccc3O2)cc1 (centres undefined)	3	85	105	4	0	2	0	89	-0.4
Clc1ccc(OCCn2ccnc2)cc1Cl	-4	88	99	2	-9	0	3	100	0.2
COc1cccc2c1cc1c(=O)n(CC(=O)NCCCN3CCCCC3)nc(C)n12	0	109	88	4	6	0	2	104	-1.3
CCOC(=O)C1=C(C)N(c2ccc(C)c(C)c2)C(=O)/C1=C\c1ccco1	7	101	105	11	-3	3	3	100	-2.2
CCOc1ncccc1C(=O)NNC(=O)c1csc(N2CCOCC2)n1	-1	106	89	7	-5	0	-2	107	-17
O=C1c2cccc3c([N+](=O)[O-])ccc(c23)C(=O)N1CCc1ccccn1	-3	88	94	4	7	0	7	123	-0.5
Cc1cc(/C=N/NC(N)=S)c(C)n1-c1cccc(Cl)c1	22	106	91	1	-4	10	-3	95	0.2
COc1ccc(/C=N/NC(=O)Cc2csc(Nc3cccc(C(F)(F)F)c3)n2)c(OC)c1	13	102	96	6	1	0	0	104	0.7
CCCOc1ccc(C(=O)NCCO)cc1	-1	88	103	7	3	0	2	87	4.8
COc1ccc(OCCCC(=O)Nc2ccc3c(c2)OCCO3)cc1	8	95	86	6	11	1	4	94	3.5
O=C(NCc1ccc(F)cc1)c1ccc2c(c1)S(=O)(=O)c1ccccc1C2=O	17	104	104	-5	-8	3	-1	101	-0.3
COc1ccc(S(=O)(=O)N2CCCC2CNC(=O)C(=O)NCc2ccc3c(c2)OCO3)cc1 (centres undefined)	5	102	96	4	4	0	1	87	1.0
CN(C)S(=O)(=O)c1ccc(N2CCCC2)c(C(=O)Nc2nc3ccccc3s2)c1	13	99	128	-11	-1	0	0	98	-1.4
COc1ccccc1C(=O)OCc1ccc2sc(C)nc2c1	3	94	90	6	-2	0	3	90	0.6
COC(=O)Nc1ccccc1C(=O)N1CCCCC1	3	97	95	-2	6	1	-1	102	-1.8
COc1ccc(C(=O)c2sc3nc(C)cc(-c4cccs4)c3c2N)cc1OC	-59	90	121	-12	5	9	6	93	-53*
CC(C)NC(=O)c1ccc(-n2c(=S)[nH]c3ccccc3c2=O)cc1	-3	101	85	2	0	0	5	101	-1.2
Cc1ccc(S(=O)(=O)N2CCC(C(=O)NC3CCCC3)CC2)cc1Cl	8	105	103	-2	0	0	4	101	1.3
Cc1cc(C)c(NC(=O)CC(C)(C)C)c(Cl)c1	4	97	102	10	-4	0	5	95	1.7
CC(C)OCP(=O)(c1ccccc1)c1ccccc1	19	91	101	3	8	1	0	/	-0.8
CC1CCCCC1NC(=O)CO/N=C/c1ccc(OC(F)F)cc1 (centres undefined)	-5	88	143	1	-3	7	3	86	-1.6
CCOC(=O)N1CCN(C(=O)c2cnn(-c3ccccc3)c2NC(=O)c2ccccc2F)CC1	5	102	91	1	8	0	4	100	-1.5
COc1ccccc1C(=O)N/C(=C\c1cn(C)c2ccccc12)C(=O)NCCCn1ccnc1	27	85	100	6	0	0	5	104	-6.2
COC(=O)CCCNC(=O)CC1C(=O)NCCN1Cc1ccoc1 (centres undefined)	10	98	91	4	6	2	4	100	-2.4
Cc1ccccc1C(=O)NC(CC(C)C)C(=O)NN1C(=O)c2ccccc2C1=O (centres undefined)	8	98	89	10	-3	0	6	96	-3.5

A second format for some results above:
SMILES,VLA-4 inh,AGP1 TOR yeast,Yeast superoxide,MCL1-BIM inh,GLD-1 RNA inh,GRK2 inh,Bcl-xL primary,CIT2 TOR yeast,MEX-5 binding
COc1ccccc1C(=O)OCc1ccc2sc(C)nc2c1,3,94,90,6,-2,0,3,90,0.6
COC(=O)Nc1ccccc1C(=O)N1CCCCC1,3,97,95,-2,6,1,-1,102,-1.8
COc1ccc(C(=O)c2sc3nc(C)cc(-c4cccs4)c3c2N)cc1OC,-59,90,121,-12,5,9,6,93,-53*
CC(C)NC(=O)c1ccc(-n2c(=S)[nH]c3ccccc3c2=O)cc1,-3,101,85,2,0,0,5,101,-1.2
Cc1ccc(S(=O)(=O)N2CCC(C(=O)NC3CCCC3)CC2)cc1Cl,8,105,103,-2,0,0,4,101,1.3
Cc1cc(C)c(NC(=O)CC(C)(C)C)c(Cl)c1,4,97,102,10,-4,0,5,95,1.7
CC(C)OCP(=O)(c1ccccc1)c1ccccc1,19,91,101,3,8,1,0,/,-0.8
CC1CCCCC1NC(=O)CO/N=C/c1ccc(OC(F)F)cc1 (centres undefined),-5,88,143,1,-3,7,3,86,-1.6
CCOC(=O)N1CCN(C(=O)c2cnn(-c3ccccc3)c2NC(=O)c2ccccc2F)CC1,5,102,91,1,8,0,4,100,-1.5
COc1ccccc1C(=O)N/C(=C\c1cn(C)c2ccccc12)C(=O)NCCCn1ccnc1,27,85,100,6,0,0,5,104,-6.2
COC(=O)CCCNC(=O)CC1C(=O)NCCN1Cc1ccoc1 (centres undefined),10,98,91,4,6,2,4,100,-2.4
Cc1ccccc1C(=O)NC(CC(C)C)C(=O)NN1C(=O)c2ccccc2C1=O (centres undefined),8,98,89,10,-3,0,6,96,-3.5
